# aDG glyco up: increases alpha dystroglycan glycosylation; Pro5-aDG cells, alpha-DG glycosylation AlphaScreen (IIH6); 0% Pro5, 100% B10-LARGE cell signal; activation, % at 10 µM; 360,000 compounds, 0.22% hits;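 active means activation of at least 8% versus controls, or a plate z-score of at least 8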;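 further: Pro5 are CHO cells carrying HIG-tagged alpha-DG that lacks glycosylation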
# hiPSC survival: hiPSC single-cell survival enhancement. survival enhancement, % at 20 µM. 360,000 compounds, 0.044% hits. ATPlite luminescence; 100% = ROCK inhibitor wells, 0% = DMSO; in the data active means survival enhancement above about 18%;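 further: cells exposed to compounds for 16 hours before the ATP read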
# Vif imaging: inhibitors of HIV Vif. inhibition, % at 7.49 µM. HEK293T cells, Vif self-association by quenched fluorescence, imaging, 24 h. 340,000 compounds, 0.35% hits; in the data active means inhibition above about 50%, passing the limit was not always enough; further: some results filed as inactive read as strong as hits
# Exocytosis inh: lytic granule exocytosis inhibition; 360,000 compounds, 0.66% hits; TALL-104 LAMP-1 surface exposure, flow cytometry; cells stimulated with thapsigargin and PMA; inhibition, % at 10 µM;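 active means inhibition above about 55%, limit read from the data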
# ABCB6 inh 2: inhibitors of human ABC transporter ABCB6. K562-ABCB6 porphyrin accumulation, flow cytometry, 1 h; hits give low values. Q9NP58. 360,000 compounds, 0.19% hits. AID 602162. fluorescence ratio to DMSO, % at 10 µM;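 active means fluorescence ratio to DMSO below 75%, the collection mean minus 3 SD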;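 further: signal is porphyrin accumulated inside mitochondria; 100% equals median channel fluorescence of DMSO control wells; lower ratio means ABCB6 inhibition with less porphyrin fluorescence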
# Cardio protect: modulators protecting cardiomyocytes from myocardial damage; H9c2 cardiomyocytes, H2O2 injury protection, ATPLite, 2 h; 360,000 compounds, 0.63% hits; protection from H2O2 cell death, % at 20 µM;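 active means compounds giving at least 50% protection of heart cells from peroxide-induced death in the single-dose screen, raw or plate-pattern-corrected value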;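 further: 0% = DMSO wells with peroxide and 100% = DMSO wells without peroxide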
# PDI turbidity: inhibitors of human protein disulfide isomerase; 350,000 compounds, 0.052% hits; PDI insulin aggregation turbidity, A650, 90 min; P07237; inhibition, % at 10 µM;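 active means mean inhibition across replicates of 30% or more, whatever share of single replicates reach that level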;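 further: absorbance from insulin aggregation driven by PDI reduction with DTT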
# Target sequence (P07237 whole entry, looked up): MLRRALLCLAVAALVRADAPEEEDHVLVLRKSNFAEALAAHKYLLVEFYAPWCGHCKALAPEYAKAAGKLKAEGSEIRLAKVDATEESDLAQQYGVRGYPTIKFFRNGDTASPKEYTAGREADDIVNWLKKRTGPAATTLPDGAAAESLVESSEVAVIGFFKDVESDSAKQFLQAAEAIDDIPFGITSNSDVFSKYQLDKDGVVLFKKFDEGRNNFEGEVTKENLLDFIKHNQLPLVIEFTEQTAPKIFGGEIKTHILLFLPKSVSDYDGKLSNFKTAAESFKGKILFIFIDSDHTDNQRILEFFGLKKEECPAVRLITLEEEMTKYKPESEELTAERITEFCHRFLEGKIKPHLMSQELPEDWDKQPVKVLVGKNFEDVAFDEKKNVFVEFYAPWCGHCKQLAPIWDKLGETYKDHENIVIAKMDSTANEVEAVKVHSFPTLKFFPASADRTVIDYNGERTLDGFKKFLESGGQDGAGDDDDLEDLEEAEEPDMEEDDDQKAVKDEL
# N-glyco inh: blocks N-linked glycosylation in D54 reporter cells | D54 ERlucT glycosylation luciferase reporter, 24 h; percent of 100 nM tunicamycin response | 360,000 compounds, 0.23% hits | AID 588692 | reporter increase, % at 12.5 µM;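 active means mean luciferase reporter signal, scaled so untreated is 0 and the glycosylation-blocking control 100, at or above a set limit in every replicate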;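 further: luciferase carries N-glycosylation sites so blocking glycosylation raises the light; 0% = median of neutral control wells and 100% = median of 100 nM tunicamycin wells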
# CaV13 FRET inh: Primary screen for inhibitors of IQ motif and Ca2+-dependent inactivation inhibitor domain binding in CACNA1D, Förster resonance energy transfer in living cells, …. HEK cells, CFP/YFP FRET ICDI-IQ, plate reader, 10 min; percent FRET-ratio fall versus neutral wells. inhibition, % at 12.3 µM. 340,000 compounds, 0.098% hits;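 active means mean replicate inhibition of at least 30% and at least 1% of replicates passing that level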;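 further: 0% = median of the neutral control wells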
# HTR2A ag: mouse HTR2A agonism via beta-arrestin recruitment. CHO-K1 mHTR2A beta-arrestin complementation, luminescence; percent of 30 µM serotonin response. AID 624169. 360,000 compounds, 0.66% hits. activation, % at 7.6 µM;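 active means activation above a run cutoff, the mean activation of all tested compounds plus 3 SD, cut at about 14% in these data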;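 further: 0% = plate median of compound wells and 100% = 30 µM serotonin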
# Target sequence (P35363 whole entry, looked up): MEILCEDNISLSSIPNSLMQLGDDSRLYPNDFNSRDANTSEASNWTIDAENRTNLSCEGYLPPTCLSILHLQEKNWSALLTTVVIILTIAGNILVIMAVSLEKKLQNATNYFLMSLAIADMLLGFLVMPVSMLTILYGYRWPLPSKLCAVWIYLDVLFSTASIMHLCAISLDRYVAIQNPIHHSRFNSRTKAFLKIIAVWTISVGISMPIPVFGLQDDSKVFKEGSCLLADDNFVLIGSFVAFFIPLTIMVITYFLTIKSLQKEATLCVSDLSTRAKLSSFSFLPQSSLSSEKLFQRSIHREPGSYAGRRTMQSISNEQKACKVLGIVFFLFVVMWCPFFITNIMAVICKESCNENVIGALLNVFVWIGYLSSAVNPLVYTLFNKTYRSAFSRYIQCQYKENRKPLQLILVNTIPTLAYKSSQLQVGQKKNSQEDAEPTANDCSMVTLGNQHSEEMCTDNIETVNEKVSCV
# * marks the source's active call; other numbers are inactive results; · = no result given.
SMILES,aDG glyco up,hiPSC survival,Vif imaging,Exocytosis inh,ABCB6 inh 2,Cardio protect,PDI turbidity,N-glyco inh,CaV13 FRET inh,HTR2A ag
CCOC(=O)N1CCN(C(=O)CCC(=O)c2ccc(OCC)cc2)CC1,0.0,0.2,2,-6,99,-5,-102,1,-3,1
O=C(/C=C/c1ccc(Br)cc1)N1CCN(Cc2ccccc2)CC1,0.1,0.1,6,-3,98,-4,12,-3,-2,-4
CN(C)/C=N/c1c(C#N)cnn1-c1ccccc1,0.1,0.9,-6,-8,91,8,-5,0,-7,-5
O=[N+]([O-])c1cccc(-c2nc(-c3ccccc3)c(-c3cccs3)[nH]2)c1,-0.1,2.7,-9,-8,167,-20,-2,-1,-5,-4
Cc1nc(N2CCOCC2)c2c(C)c(C(=O)Nc3ccc(C(F)(F)F)cc3)sc2n1,0.3,-0.5,14,5,98,-4,-7,-4,-5,0
Cc1cc(C(F)F)nn1CC(=O)NCc1ccccc1F,0.1,-2.7,-6,3,91,1,2,0,-5,7
CCOc1ccc(CCNC(=O)C2CC(=O)N(Cc3ccc(OC)cc3)C2)cc1OCC (centres undefined),-0.2,0.3,-2,-6,106,-1,-10,-3,-2,-3
O=c1[nH]c2ccccc2[n+]([O-])c1-c1ccccc1,-0.3,-0.5,-7,-2,95,-7,1,2,2,3
O=C(CC(C(=O)N1CCc2ccccc21)n1ccnc1)NCc1cccnc1 (centres undefined),0.0,1.6,-3,1,100,1,7,1,-4,-5
Cc1ccc(NS(=O)(=O)c2ccc(NC(=O)C3CCCO3)cc2)cc1 (centres undefined),0.5,0.7,-7,-1,90,-10,-3,-3,-5,-1
Cn1cnnc1Sc1ccc(C(=O)NCCC23CC4CC(CC(C4)C2)C3)cc1[N+](=O)[O-],0.1,-1.9,2,-2,101,-3,9,-3,-5,-6
CC1=C(C(=O)Nc2ccc(C)cc2C)C(c2cccs2)NC(=S)N1 (centres undefined),2.5,-2.7,-8,2,96,4,-2,-1,-7,1
O=C(CSCCO)N1CCc2ccccc21,0.1,-1.0,-1,0,93,-7,6,3,-6,0
CC(CNC(=O)C(C)C)NC(=O)C(C)C (centres undefined),0.1,1.7,6,-3,106,1,-31,1,-3,-1
CCN(CC)C(=O)CSc1nnc2nnc3cc(Cl)ccc3n12,2.0,-0.4,-2,-4,95,-19,-11,1,-5,2
CCOc1ccc(N2CC(C(=O)Nc3cc(S(=O)(=O)N4CCCCC4)ccc3C)CC2=O)cc1 (centres undefined),0.3,0.6,-3,-3,101,-11,2,-2,-4,-6
Cc1cc(/C=C(/C#N)c2cccc(F)c2)c(C)n1-c1cccnc1,-0.3,0.0,-5,13,94,-5,-1,-6,-7,3
COc1ccc(C(=O)Nc2ccccc2N2CCOCC2)cc1S(=O)(=O)N1CCOCC1,-0.1,0.0,-1,3,97,7,-4,2,-2,5
COc1ccc(CN2C(=O)c3ccccc3C2c2nnnn2C(C)C)cc1 (centres undefined),0.0,0.0,·,4,95,·,·,·,-7,-5
COc1ccc(OC)c(NC(=O)C2C3CCC(C3=C(C)C)C2C(=O)O)c1 (centres undefined),0.2,0.5,3,-2,97,3,1,1,-3,-3
COc1ccc(NC(=O)CSc2nnc(Cc3cccn3C)n2-c2ccc(OC)cc2)cc1,0.0,-1.2,-3,14,101,11,·,0,-10,1
COc1cc(/C(C)=N/NC(=O)CSc2nnc(C)s2)ccc1O,0.0,-0.5,2,-4,95,2,-2,0,9,2
CCN(CC)CCCNC(=O)CCc1ccccc1,-0.1,-1.5,-2,2,96,10,12,-1,·,-2
Cn1c2ccccc2c(=O)c2cc(C#Cc3ccccn3)ccc21,0.4,-3.7,5,3,99,9,-7,0,5,-2
Cc1nc2ncccn2c1-c1csc(Nc2ccc(O)cc2)n1,0.2,-0.1,7,13,98,20,53*,14,-6,-2
CC(=O)N1CCOc2ccc(S(=O)(=O)N3C(C)CCCC3C)cc21 (centres undefined),0.2,0.4,25,-1,106,-2,-8,2,-4,-3
Cc1cc(C)nc(-n2nc(C)c(C3(O)C(=O)Nc4ccccc43)c2N)n1 (centres undefined),0.3,0.5,25,-1,93,-1,-9,3,·,-1
Cc1ccc2oc(-c3ccc(NC(=O)c4cccnc4)cc3)nc2c1,2.3,-0.7,·,10,93,36,1,-8,-1,5
COc1ccc(OC)c(Nc2nc3ccccc3n3cnnc23)c1,-0.1,-0.8,-11,1,92,49,-2,8,5,8
NC(=O)C1CCN(C(=O)COc2ccc3ccc(=O)oc3c2)CC1,1.0,-0.5,9,-2,99,7,·,-3,·,1
Cn1cccc1Cc1nnc(SCC(=O)NCc2ccco2)n1CCc1ccccc1,-0.3,-2.0,-2,-1,86,1,2,1,-8,4
CCN(CC)S(=O)(=O)c1ccc(Cl)c(C(=O)NCCN2CCOCC2)c1,0.0,-0.4,-2,-25,98,-4,-47,0,-1,-1
CN(C)c1nc(Oc2ccc(=O)n(C)n2)nc(N2CCOCC2)n1,6.9*,0.5,5,-2,100,-2,-3,4,·,-1
CC(C)C[C@H](NC(=O)NCCC1=CCCCC1)C(=O)O,0.2,0.3,-2,0,93,-10,-5,1,6,5
Cc1cc(C(=O)N/N=C/c2ccc3c(c2)OCO3)c(C)n1-c1ccc(F)cc1,0.1,1.6,-2,1,103,-1,-4,-6,-5,0
c1ccc(CNC2=NCCCC2)cc1,0.0,1.0,4,1,98,10,14,-3,·,3
O=C(OCC(=O)N1CCN(C(=O)c2ccco2)CC1)c1ccccc1O,-0.3,0.7,6,-2,94,-1,-5,4,-4,0
COC(=O)c1ccc(Cl)c(NS(=O)(=O)c2ccc3c(c2)OCCO3)c1,0.2,0.8,3,-6,96,12,-6,15,-8,-1
COc1cccc(-c2nc3n(n2)C(c2cccs2)C(C(=O)Nc2cccnc2)=C(C)N3)c1 (centres undefined),-0.1,1.9,-9,0,94,13,·,4,-2,0
Cc1ccc(NC(=O)Cn2nnc(C(=O)NCc3cccs3)c2N)c(C)c1,0.2,-0.5,2,-1,99,1,-3,-1,-5,-2
O=C(COc1cccnc1[N+](=O)[O-])Nc1ccc2c(c1)OCO2,0.5,-0.1,3,-4,104,-6,-4,0,-7,7
Cc1nc(CC(=O)c2ccc(O)cc2O)cs1,-0.4,0.8,1,-2,91,2,2,1,-8,0
COc1cc(/C=C2\SC(=O)N(c3cccc(Cl)c3)C2=O)cc([N+](=O)[O-])c1O,0.4,0.4,5,1,98,-18,3,1,-4,2
CCN(C(=O)CSc1ccc2ccccc2n1)C1CCS(=O)(=O)C1 (centres undefined),-0.1,0.8,-8,3,97,1,-1,-1,0,-2
CCCc1cc(C(=O)NCc2cccnc2)no1,0.0,0.6,1,-3,87,1,·,2,-9,-3

# An excerpt from above in order of heavy-atom count, lowest first:
SMILES,aDG glyco up,hiPSC survival,Vif imaging,Exocytosis inh,ABCB6 inh 2,Cardio protect,PDI turbidity,N-glyco inh,CaV13 FRET inh,HTR2A ag
CC(CNC(=O)C(C)C)NC(=O)C(C)C (centres undefined),0.1,1.7,6,-3,106,1,-31,1,-3,-1
CCN(CC)CCCNC(=O)CCc1ccccc1,-0.1,-1.5,-2,2,96,10,12,-1,·,-2
CC1=C(C(=O)Nc2ccc(C)cc2C)C(c2cccs2)NC(=S)N1 (centres undefined),2.5,-2.7,-8,2,96,4,-2,-1,-7,1
Cc1ccc(NC(=O)Cn2nnc(C(=O)NCc3cccs3)c2N)c(C)c1,0.2,-0.5,2,-1,99,1,-3,-1,-5,-2

# Remaining list, next part.
SMILES,aDG glyco up,hiPSC survival,Vif imaging,Exocytosis inh,ABCB6 inh 2,Cardio protect,PDI turbidity,N-glyco inh,CaV13 FRET inh,HTR2A ag
O=C(NCCNCCO)C1(C(F)(F)F)C/C(=C\CCO)CCCO1 (centres undefined),-0.3,-2.7,0,1,97,11,0,2,-6,0
CC(C)CNC(=O)C1(C)CCCN1C(=O)c1ccncc1 (centres undefined),0.6,-2.0,·,-4,102,-1,-4,1,-5,-8
CC(C)N1C(=O)N(c2ccccc2)C(C)(O)CC1(C)C (centres undefined),0.0,-1.6,0,2,88,-1,4,0,-4,1
COc1cc(CNC(=O)CCCC(=O)c2ccccc2)cc(OC)c1OC,0.1,-0.5,-12,3,97,-5,16,0,-22,4
COc1cccc2c1C(=O)c1c(O)c3c(c(O)c1C2=O)CC(O)(C(=O)CO)CC3OC1CC(N(C)C)C(O)C(C)O1 (centres undefined),-0.4,-4.0,-5,-13,948,2,12,-13,-23,-11
Cc1ccc(-c2n[nH]c(=O)c3ccccc23)cc1N,0.0,4.0,-13,-1,96,68*,-1,0,-9,4
COc1ccc(-c2nc(CN3CCN(c4ncccn4)CC3)c(C)o2)cc1C,0.1,-1.1,-6,0,106,4,-5,0,-2,2
CCOC(=O)C1=C(C)N(C[C@@H]2CC[C@@H](Cc3ccc(-c4ccccc4)cc3)O2)C(=O)NC1c1ccc(-c2ccccc2)cc1 (some centres undefined),-0.1,0.1,·,-6,97,-13,6,-3,-6,-2
Cc1ccc(C)c(S(=O)(=O)Nc2cc3c4c(c2)CCN4C(=O)CC3)c1,0.3,-0.5,-1,3,90,6,0,4,-14,8
CCOc1ccc(Br)cc1S(=O)(=O)NC1CC(C)(C)NC(C)(C)C1,0.1,-0.3,2,0,101,7,7,1,-20,-2
O=S(=O)(Nc1ccccc1F)c1ccc2nsnc2c1,-0.1,-0.4,9,-2,99,5,4,0,·,-4
O=C(CCC(=O)N1CCN(S(=O)(=O)c2ccc(Cl)cc2)CC1)NCc1cccc(C(F)(F)F)c1,1.9,0.7,-15,-4,96,-29,8,-8,-6,-1
Cc1ncc2c(c1OC(=O)c1ccccc1)COC(C)(C)OC2,0.0,1.1,5,-2,96,-4,-7,4,-7,1
CCOC(=O)c1oc2ccc(S(=O)(=O)N3CCC(C)CC3)cc2c1C,0.4,-1.2,-6,4,92,-12,-4,1,-3,1
CC(C(=O)N1CCCC1)N(c1ccc(Cl)cc1)S(C)(=O)=O (centres undefined),-0.2,7.0,·,-4,96,12,-93,0,-7,0
NC(=O)CSc1nnc(NC(=O)c2ccc(S(=O)(=O)N3CCCCC3)cc2)s1,0.0,0.7,-2,-3,104,0,0,1,-6,4
Cn1cc(Br)c(C(=O)Nc2sc3c(c2C(N)=O)CCC3)n1,-0.3,-4.9,-1,-2,99,12,2,2,·,-3
CCNc1nc(NCC)n2c(SCC(=O)Nc3ccc(NC(C)=O)cc3)nnc2n1,-0.2,1.3,-5,-6,100,2,-1,3,-3,-1
CCCNC(=O)C1(C)CCCN(Cc2cccs2)C1 (centres undefined),-0.1,-0.2,·,-1,90,2,-15,-1,-7,2
O=C(Nc1ccc2oc(-c3ccncc3)nc2c1)c1ccco1,0.0,-0.2,-1,2,105,5,0,-1,-6,-2
Cc1ccc(C(=O)CSC2=NC(N)=C(C#N)C3(CCCCC3)C2C(N)=O)cc1 (centres undefined),0.4,-1.3,1,23,90,-12,1,2,-5,-4
O=C(CCC1CCCCC1)N1CCN(Cc2ccc3c(c2)OCO3)CC1,0.2,1.7,-30,-2,92,-8,5,0,·,9
CCC1C(=O)NCCN1Cc1nc(-c2ccc(C)s2)oc1C (centres undefined),-0.1,-0.6,1,5,92,8,1,1,-5,3
CCCCCn1c(C(Cc2ccccc2)NC(C)=O)nc2ccccc21 (centres undefined),0.0,-0.6,·,-2,101,-21,·,-1,-5,-1
Cc1cc(NC(=O)c2cc(C(C)C)on2)nn1Cc1ccc(Cl)cc1,0.1,-1.4,-7,1,101,-13,-2,-1,-6,-1

# Source: PubChem BioAssay (several laboratories)
